NPC1 prom act = activates the NPC1 promoter | Huh7 NPC1 promoter luciferase reporter, 24 h | Potency, µM (doses to about 9.22 µM), without a hit: top-dose activation, usual class: activators | 320,000 tested, 2.4% active;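 note: potency is the fitted concentration of half-maximal effect; % of control where 0% means no effect; nearly all actives have a fitted effect of over 60% in size; reporter is driven by a mutant NPC1 promoter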
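In 1536-well qHTS, Huh7 cells harboring an NPC1 promoter–luciferase construct received compound for 24 h; activation was quantified by luminescence following luciferase reagent addition.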
FBPA coupling cs = coupling enzyme interference in Giardia aldolase counter-screen | 290,000 tested, 0.67% active | activity change, negative = inhibition, % at 58.2 µM, hits read low | coupling enzyme system counterscreen, AmpLite Red fluorescence; in the data active = activity change below about -30%; note: % is set by controls: 0 for no effect and ±100 for the full control effect
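Counterscreen lacking aldolase: glyceraldehyde-3-phosphate coupling-enzyme reagent preincubated 10 min at RT with compound (at 57.5 uM final), then substrate/coupling system with AmpLite Red added; fluorescence read at 525/598 nm after 20 min RT.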
Tb PFK block = inhibitors of T. brucei phosphofructokinase. T. brucei PFK, ADP-Glo luminescence. Potency, µM (series often up to 57.5 µM), for inactives: at the top dose activity, negative = inhibition, hits mostly inhibitors. 330,000 tested, 0.17% active;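 note: potency is the fitted concentration of half-maximal effect; 0% = uninhibited 1x PFK enzyme wells and -100% = no-enzyme wells; nearly all actives have a fitted effect of over 60% in size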
Target sequence (O15648 whole entry, looked up): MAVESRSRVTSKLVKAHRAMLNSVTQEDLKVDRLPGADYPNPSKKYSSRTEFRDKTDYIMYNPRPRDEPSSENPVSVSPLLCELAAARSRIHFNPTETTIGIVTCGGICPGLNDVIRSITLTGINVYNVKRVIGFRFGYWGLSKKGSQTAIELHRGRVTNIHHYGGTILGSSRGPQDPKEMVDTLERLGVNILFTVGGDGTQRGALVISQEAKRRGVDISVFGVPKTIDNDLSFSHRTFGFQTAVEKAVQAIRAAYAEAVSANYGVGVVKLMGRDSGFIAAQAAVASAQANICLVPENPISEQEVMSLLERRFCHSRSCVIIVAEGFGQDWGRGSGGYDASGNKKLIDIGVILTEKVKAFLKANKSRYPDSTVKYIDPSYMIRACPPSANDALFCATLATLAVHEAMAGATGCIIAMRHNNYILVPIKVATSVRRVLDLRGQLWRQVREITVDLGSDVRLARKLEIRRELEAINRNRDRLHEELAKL
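Compounds were pin-transferred as a titration series up to 57 uM into substrate buffer (0.5 mM F6P, 0.1 mM ATP, pH 8.0), then 1.25 nM PFK was added and reactions ran 45 min before ADP-Glo detection.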
RORgamma inh = blocks mouse ROR gamma transcriptional activity | AID 2551 | Potency, µM (doses to about 53.6 µM), for the others: top-dose activity change, negative = inhibition, usual class: inhibitors | 310,000 tested, 5.4% active | P51450 | Drosophila S2 Gal4-RORgamma UAS-luciferase reporter, 20 h; note: potency is the fitted concentration of half-maximal effect; % is set by controls: 0 for no effect and ±100 for the full control effect; nearly all actives have a fitted effect of over 60% in size
Target sequence (P51450 whole entry, looked up, the tested form may be a part): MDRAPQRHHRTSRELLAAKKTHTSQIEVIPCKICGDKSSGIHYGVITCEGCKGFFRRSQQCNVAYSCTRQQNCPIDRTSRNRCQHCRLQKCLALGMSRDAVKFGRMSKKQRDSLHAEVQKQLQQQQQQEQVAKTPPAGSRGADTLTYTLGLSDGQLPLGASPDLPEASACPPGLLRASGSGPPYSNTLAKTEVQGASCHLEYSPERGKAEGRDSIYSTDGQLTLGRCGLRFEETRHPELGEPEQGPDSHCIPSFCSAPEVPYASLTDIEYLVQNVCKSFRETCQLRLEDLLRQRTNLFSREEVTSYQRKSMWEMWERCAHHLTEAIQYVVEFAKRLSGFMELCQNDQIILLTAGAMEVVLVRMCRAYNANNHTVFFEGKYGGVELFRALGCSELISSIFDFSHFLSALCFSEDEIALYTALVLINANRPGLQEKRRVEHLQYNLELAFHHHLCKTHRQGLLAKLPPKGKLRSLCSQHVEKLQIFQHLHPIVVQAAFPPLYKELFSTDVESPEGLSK
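A Gal4/UAS one-hybrid system in insect cells: metallothionein-promoter Gal4–ROR gamma fusion plus Photinus luciferase reporter. Copper sulfate 700 uM final, 20 hr ambient incubation, luminescent detection after 10 min with reagent.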
Rab9 promoter act = activates the Rab9 promoter; Huh7 Rab9 promoter-luciferase reporter, luminescence, 24 h; Potency, µM (top dose mostly 9.22 µM), without a hit: at the top dose activation, negative = inhibition, actives largely listed as activators; 320,000 tested, 2.8% active; note: potency is the fitted concentration of half-maximal effect; % of control where 0% means no effect; nearly all actives have a fitted effect of over 60% in size
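Measured in stably transfected Huh7 cells bearing a Rab9 promoter–luciferase construct: 24 h compound treatment at 37 °C, followed by luminescence detection.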
Giardia kill = Giardia lamblia killing; AID 540267; Giardia lamblia trophozoite viability; activity change, % at 7.66 µM, hits read low; 340,000 tested, 0.15% active; in the data active = activity change below about -80%; inconclusive = between about -30% and that limit;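 note: parasites exposed to compound for two days anaerobically before the ATP read; % is set by controls: 0 for no effect and ±100 for the full control effect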
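Luminescent ATP signal served as the viability read-out, measured 15-30 min after adding ATP detection reagent to trophozoites that had been incubated with compounds for 48 hrs at 37 deg C anaerobically at 100 cells/well.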
ELG1 genotoxic = inducers of genotoxicity in HEK293T ELG1-luciferase cells | 330,000 tested, 1.3% active | AID 504466 | Potency, µM (titrated, usually from 46 µM), for inactives: at the top dose activity change, positive = activation, actives largely listed as activators | HEK293T ELG1-luciferase reporter, luminescence, 16 h; note: potency is the fitted concentration of half-maximal effect; % of control where 0% means no effect; nearly all actives have a fitted effect of over 60% in size
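Genotoxic stress is detected as increased luminescence from luciferase-tagged ELG1 in HEK293T cells, measured with ONE-Glo after a 16 hr treatment at 37 °C.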
uPA generation = cell surface uPA generation inhibition; cell surface uPA generation assay, qHTS; Potency, µM (titrated, usually from 38.3 µM), without a hit: at the highest dose activity change, negative = inhibition, usual class: inhibitors; 330,000 tested, 0.31% active; active = well fitted inhibition curve with a large enough effect; inconclusive = small, poorly fitted or top-dose-only effect; inactive = no such curve, though single readings can be large or run the other way; tested in mouse RAW 264.7 cells; note: potency is the fitted concentration of half-maximal effect; % is set by controls: 0 for no effect and ±100 for the full control effect; nearly all actives have a fitted effect of over 55% in size
VP16 counter = counter-screen for ROR gamma inhibitors: Gal4-VP16 reporter | Drosophila S2 Gal4-VP16 UAS-luciferase, luminescence, 20 h | AID 2546 | 310,000 tested, 3.5% active | Potency, µM (series often up to 53.6 µM), inactives show top-dose activity, negative = inhibition, actives largely listed as inhibitors;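 note: Gal4-VP16 expression switched on by copper sulfate through the metallothionein promoter; potency is the fitted concentration of half-maximal effect; % is set by controls: 0 for no effect and ±100 for the full control effect; nearly all actives have a fitted effect of over 50% in size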
FLuc modulator = counter-screen for miR-21 project: firefly luciferase inhibitors or activators | P08659 | purified FLuc, Km substrates, luminescence inhibition | Potency, µM (highest dose often 57.5 µM), without a hit: at the highest dose activity change, negative = inhibition, actives largely listed as inhibitors | 360,000 tested, 6.9% active;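 note: potency is the fitted concentration of half-maximal effect; plate controls were vehicle for no effect and reference inhibitor for full effect; nearly all actives have a fitted effect of over 55% in size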
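Purified P. pyralis luciferase, 10 nM final, with Km-level 10 uM D-luciferin and 10 uM ATP in 50 mM Tris acetate pH 7.5, 10 mM Mg acetate, 0.01% Tween-20, 0.05% BSA; 6-point qHTS titration about 60 µM downward; luminescence read.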
KCNH2 3.1 inh = KCNH2 3.1 (human) potassium channel inhibition. 340,000 tested, 0.95% active. U2OS KCNH2 3.1, thallium flux FluxOr; stronger effect = lower value. activity change, % (tested at about 1.8 µM);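 active = maximum activity change below -70%; inconclusive = maximum activity change from -70% to -50%; inactive = maximum activity change above -50%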;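 note: thallium influx rate constant from kinetic fluorescence after stimulation buffer; % is set by controls: 0 for no effect and ±100 for the full control effect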
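FluxOr-based Tl+ influx in U2OS cells transduced with KCNH2 3.1 virus; rate constants normalized to DMSO controls.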
* marks the source's active call; other numbers are inactive results; ? = inconclusive; . = no result given; [ ] = dose if it differs, or a comment. Unless noted, calls come from the whole dose curve; as a rule, active = well fitted curve in the direction sought with a large enough effect; inconclusive = small, poorly fitted or top-dose-only effect, or another doubt; inactive = no such curve, though single readings can be large; an effect the other way counts as inactive or inconclusive.

SMILES | NPC1 prom act | FBPA coupling cs | Tb PFK block | RORgamma inh | Rab9 promoter act | Giardia kill | ELG1 genotoxic | uPA generation | VP16 counter | FLuc modulator | KCNH2 3.1 inh
NC(=O)Nc1ccc2c(c1)OCCO2 | 19% | -1 | -6% | 32% | 30% | -18 | ? | -1% | 15% | 21µM* | -2
COc1cccc(C2/C(=C(/O)c3ccc(F)cc3)C(=O)C(=O)N2CCN(C)C)c1 (stereo not given) | -3% | 4 | 1% | -5% | 2% | -7 | -2% | 6% | -10% | 13% | -3
COc1ccc(/C=N/NC(=O)CN2CCCc3ccccc32)c(OC)c1 | -9% | -2 | -4% | 13% | -4% | -12 | -2% | 7% | -2% | -17% | 19
COc1ccccc1NC(=O)CSc1nc(=O)n2cc(C)ccc2n1 | -8% | . | 3% | . | -1% | -20 | -1% | 1% | . | 3% | 8
CN(C)CCNC(=O)c1onc(CSc2ccc(F)c(F)c2)c1C(=O)NCCN(C)C | -8% | 2 | 4% | 23% | -13% | 9 | 4% | 3% | -9% | 1% | -1
CCOc1ncccc1C(=O)OCC(=O)Nc1ccc(S(=O)(=O)N2CCOCC2)cc1 | 0% | 3 | -1% | ? | -1% | 20 | 10% | 11% | -7% | 4% | -7
Cc1cccc(NC(=O)Nc2ccc(F)cc2)n1 | ? | -2 | 3% | 0% | ? | -28 | 12% | 0% | 16% | 8.5µM* | -2
N#CCC(N)=C(C#N)C#N | -2% | -15 | -3% | 25% | -3% | 8 | -2% | 19% | -10% | 14% | 17
CCN(C[C@H]1N[C@@](Cc2ccccc2)(C(=O)OC)[C@H]2C(=O)N(Cc3ccccc3)C(=O)[C@@H]12)C(=O)Nc1ccc(C)cc1 | . | . | 0% | . | . | -28 | 0% | ? | . | . | -26
COc1cc2c(cc1OC)C(CCc1ccccc1)=NCC2 | -3% | 2 | -1% | -41% | 1% | 0 | -4% | -4% | -8% | -1% | -15
COc1cccc(C2c3[nH]c4ccccc4c3C[C@H]3C(=O)N(c4ccccc4C(=O)N4CCC[C@H]4C(=O)O)C(=O)N23)c1 (stereo not given in full) | 1% | 0 | 0% | -6% | -4% | 8 | 0% | 9% | 0% | 10% | -5
Cc1ccc(CNC(=O)C2CCN(S(=O)(=O)N3CCCC3)CC2)cc1 | -3% | . | 0% | 10% | 0% | 6 | 1% | 6% | -3% | -2% | -5
COc1ccc(-c2nnnn2-c2ccccc2OC)cc1 | -16% | 3 | 0% | -6% | -4% | -4 | -1% | . | -1% | 2% | -24
COc1ccc(CCNC(=O)C2CCN(C(=O)c3cccs3)CC2)cc1 | 0% | 0 | 2% | 10% | -1% | 3 | 11% | 2% | -5%[10 µM] | 4% | 3
CC(=O)Nc1ccc2c(c1)nc(CCN1CCC(C)CC1)n2C | 2% | 4 | 3% | ? | 10% | -22 | 3% | . | 5% | -1% | 21
COCCCN(Cc1ccco1)C(=O)CSc1nc2ncccc2[nH]1 | -5% | . | 2% | -7% | 0% | -10 | -1% | -7% | 2% | -2% | 0
CC(C)C(NS(=O)(=O)c1cccs1)C(=O)NCCCN1CCCCCC1 (stereo not given) | -2% | -1 | 0% | 16% | 2% | 5 | -3% | -6% | 6% | 0% | 13
Cn1cnc(C(=O)NCc2ccccc2)c1C(=O)NCc1ccccc1 | . | . | 0% | . | . | -2 | 1% | 15% | . | . | 4
Cc1cc(C)c(NC(=O)/C=C\C(=O)O)c([N+](=O)[O-])c1 | 1% | 5 | 14% | -12% | 0% | 21 | -1% | -5% | -9% | 3% | -1
Cc1ccc(CSCCNC(=O)CN2C(=O)c3ccccc3S2(=O)=O)cc1 | 3% | 1 | -2% | 28% | -2% | -2 | 2% | 1% | -1% | -5% | -3
C=CCC(=O)NC1CC(C)(C)Cc2c1cnn2-c1ccccc1C (stereo not given) | -4% | -2 | 0% | 2% | -3% | -6 | 1% | 5% | 2% | -1% | -2
COc1ccccc1C(=O)N/C(=C/c1ccc(Br)cc1)C(=O)NCCCn1ccnc1 | 0% | . | 1% | -17% | -6% | -3 | -6% | -6% | 0% | 5% | -99*
COc1ccc(-c2nc(CS(=O)CC(=O)NC3CCCC(C)C3C)c(C)o2)cc1OC (stereo not given) | -4% | 4 | 0% | 39% | -3% | 20 | 0% | -2% | 23% | -2% | 0
CCCCn1c(N)c(N(CCOC)C(=O)c2cccc(-n3cnnn3)c2)c(=O)[nH]c1=O | -2% | . | 3% | . | -2% | 4 | 5% | 1% | . | -1% | -17
CCOC(=O)c1c(C)[nH]c(N=Nc2cccc(C)c2)c1C | 1.8µM* | 0 | 1% | -12% | 2.8µM* | -4 | 2.5µM* | 6% | 1% | 7.6µM* | -1
CS/C(N)=N/S(=O)(=O)c1ccc(NC(C)=O)cc1 | -2% | 4 | 5% | -6% | -2% | -5 | 0% | -16% | 3% | -3% | 0
Cc1cc(-c2nnc(SCC(=O)Nc3c(C)cccc3C)n2N)n[nH]1 | 8% | . | 0% | -12% | 0% | 0 | 0% | 4% | 3% | -1% | -5
O=C(CN1CCN(c2ccccc2F)CC1)Nc1nnc(C(F)(F)F)s1 | -2% | 2 | -4% | ? | -3% | -9 | -1% | 2% | -6% | -19% | 1
O=C(NNC(=O)c1ccc(Br)s1)c1csc(N2CCOCC2)n1 | -2% | . | 0% | . | -6% | ? | 2% | 11% | . | -9% | 9
CCOC(=O)N/N=C/c1ccc(F)cc1 | 25% | 1 | 0% | -3% | 28% | -13 | 12% | . | 3% | ? | 3
O=C(NNc1ccc([N+](=O)[O-])cc1)C1CC1c1ccccc1 (stereo not given) | 1% | 2 | -18% | 31% | 1% | 18 | -2% | 4% | -4% | 0% | -5
Cc1cc(C#N)c(C)n1-c1cc(C(F)(F)F)ccc1N1CCOCC1 | -8% | -1 | 4% | 12% | 5% | 2 | -6% | 9% | 0% | 2% | -5
COc1ccc(CC(=O)NNC(=O)COc2ccc(Br)cc2C)cc1OC | -6% | 2 | -1% | 0% | -4% | -12 | -1% | 3% | -2% | -11% | 6
Cc1nn(-c2ccccc2)c(Oc2ccccc2)c1C=O | 0% | 3 | -4% | -1% | -2% | 0 | 8% | ? | -1% | 3% | -15
O=C(O)c1ccc2[nH]c3c(c2c1)CCCC3 | 1% | 1 | 0% | ? | -3% | 0 | 0% | -8% | -3% | -3% | -2
O=C(NNC(=O)c1cc2cc3ccccc3nc2s1)c1cccc(C(F)(F)F)c1 | 2% | 7 | -19% | -1% | -2% | -8 | 1% | 2% | -6% | -2% | 9
COc1ccccc1NC(=O)C1CCN(C(=O)c2ccco2)CC1 | 2% | -1 | -1% | -5% | 7% | 37[activator] | 0% | 0% | -4% | 0% | 24
CCN1CCN(c2nnc(-c3ccccc3)c3ccccc23)CC1 | 2% | 0 | 1% | -20% | 0% | 21 | -3% | -2% | 0% | -5% | -6
CC(C)(C)n1nc2c(c1NC(=O)Cc1cccc3ccccc13)CS(=O)C2 (stereo not given) | 1% | 1 | -10% | 22% | 8% | -11 | -1% | 1% | -17% | 9% | 8
Cc1ccc(N2CCN(S(=O)(=O)c3ccc4c(c3)oc(=O)n4C)CC2C)cc1 (stereo not given) | -17% | . | 1% | 25% | 2% | 16 | -4% | 1% | -13% | 1% | -5
O=c1[nH]c(-c2ccccc2Cl)nc2c1sc(=S)n2-c1ccccc1 | -2% | 0 | 0% | 18% | -3% | 18 | -4% | -1% | 7% | ? | -7
O=C(NCC(=O)N1CCN(c2ccccc2F)CC1)c1ccc(Br)o1 | 9% | . | 1% | . | -2% | 18 | 0% | -5% | . | 6% | 4
O=C(Cc1ccccc1)NC(NCCc1ccccc1)C(Cl)(Cl)Cl (stereo not given) | -7% | 4 | -1% | 19% | -2% | -8 | -9% | 0% | -4% | 1% | -12
O=c1c2ccccc2nc(COc2ccccc2)n1/N=C/c1ccco1 | -3% | 1 | 4% | ? | ? | 5 | 6% | -2% | -23% | ? | -16
Cc1ccc(OCC(=O)N/N=C2/SCC(=O)N2Cc2ccccc2)cc1 | 0% | -2 | 0% | 18% | 4% | -25 | 0% | 4% | 0% | 1% | -2
O=C(CSc1nc(O)c(Cc2ccccc2F)c(=O)[nH]1)N1CCCCCC1 | 1% | 7 | 4% | 1% | 3% | 12 | -2% | 3% | 1% | 0% | 2
CC1(C)C2CCC1(C)C(OC(=O)CCn1ccnc1)C2 (stereo not given) | -4% | 5 | -1% | 11µM* | -2% | -12 | 11% | 0% | -23% | 7% | 2

Compound activity as filed in PubChem.
